uPA surface inh – cell surface uPA generation inhibition. cell surface uPA generation assay, qHTS. Potency, µM (titrated, usually from 38.3 µM), for the others: at the highest dose activity change, negative = inhibition, actives largely listed as inhibitors. actives 0.31% (n = 330,000); active = well fitted inhibition curve with a large enough effect; inconclusive = small, poorly fitted or top-dose-only effect; inactive = no such curve, though single readings can be large or run the other way; tested in mouse RAW 264.7 cells; note: potency is the fitted concentration of half-maximal effect; % is set by controls: 0 for no effect and ±100 for the full control effect; nearly all actives have a fitted effect of over 55% in size
Giardia kill – Giardia lamblia killing; actives 0.15% (n = 340,000); AID 540267; activity change, % at 7.66 µM, hits read low; Giardia lamblia trophozoite viability; in the data active = activity change below about -80%; inconclusive = between about -30% and that limit;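 note: parasites exposed to compound for two days anaerobically before the ATP read; % is set by controls: 0 for no effect and ±100 for the full control effect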
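Trophozoites 100 cells/well + cpd; 48 hrs, 37 deg C, anaerobic. ATPLite 1-Step added, 15-30 min RT, luminescence read (ATP-based viability).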
KCNH2 3.1 inh – blocks the human KCNH2 3.1 channel isoform. AID 720553. activity change, % (tested at about 1.8 µM). U2OS KCNH2 3.1, thallium flux FluxOr; stronger effect = lower value. actives 0.95% (n = 340,000);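 active = maximum activity change below -70%; inconclusive = maximum activity change from -70% to -50%; inactive = maximum activity change above -50%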;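 note: thallium influx rate constant from kinetic fluorescence after stimulation buffer; % is set by controls: 0 for no effect and ±100 for the full control effect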
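U2OS cells transduced with KCNH2 3.1 mutant virus (1.77 x 10^8 /mL, 4 h), plated overnight at 37 C, loaded 45 min with FluxOr dye plus Red40 quencher. Thallium flux rate constant from kinetic reads after stimulation buffer, normalised to controls.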
Tb PFK inh – T. brucei PFK enzyme inhibition | O15648 | T. brucei PFK, ADP-Glo luminescence | Potency, µM (highest dose often 57.5 µM), without a hit: top-dose activity, negative = inhibition, most hits filed as inhibitors | actives 0.17% (n = 330,000) | AID 485367;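 note: potency is the fitted concentration of half-maximal effect; 0% = uninhibited 1x PFK enzyme wells and -100% = no-enzyme wells; nearly all actives have a fitted effect of over 60% in size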
Target sequence (O15648 whole entry, looked up): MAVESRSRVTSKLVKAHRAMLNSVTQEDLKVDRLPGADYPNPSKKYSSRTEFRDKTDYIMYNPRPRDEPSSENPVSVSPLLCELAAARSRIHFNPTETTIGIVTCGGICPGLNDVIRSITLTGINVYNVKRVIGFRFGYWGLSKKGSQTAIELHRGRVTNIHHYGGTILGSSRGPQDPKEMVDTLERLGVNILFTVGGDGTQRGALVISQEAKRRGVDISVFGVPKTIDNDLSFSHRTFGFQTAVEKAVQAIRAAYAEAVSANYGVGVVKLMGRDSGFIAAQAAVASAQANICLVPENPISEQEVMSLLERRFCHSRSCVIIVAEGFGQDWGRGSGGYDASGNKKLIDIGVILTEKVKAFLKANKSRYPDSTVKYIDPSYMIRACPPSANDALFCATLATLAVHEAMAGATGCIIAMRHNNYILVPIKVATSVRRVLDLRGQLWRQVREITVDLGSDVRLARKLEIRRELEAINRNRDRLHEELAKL
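In TEA buffer at pH 8.0 with 5 mM MgCl2, enzyme (1.25 nM) converted F6P (0.5 mM) and ATP (0.1 mM) for 45 min at room temperature. ADP product was read by luciferase luminescence.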
FLuc modulator – inhibits or activates purified firefly luciferase, miR-21 counter-screen | purified FLuc, Km substrates, luminescence inhibition | Potency, µM (series often up to 57.5 µM), without a hit: at the top dose activity change, negative = inhibition, usual class: inhibitors | actives 6.9% (n = 360,000);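 note: potency is the fitted concentration of half-maximal effect; plate controls were vehicle for no effect and reference inhibitor for full effect; nearly all actives have a fitted effect of over 55% in size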
Target sequence (P08659 whole entry, looked up): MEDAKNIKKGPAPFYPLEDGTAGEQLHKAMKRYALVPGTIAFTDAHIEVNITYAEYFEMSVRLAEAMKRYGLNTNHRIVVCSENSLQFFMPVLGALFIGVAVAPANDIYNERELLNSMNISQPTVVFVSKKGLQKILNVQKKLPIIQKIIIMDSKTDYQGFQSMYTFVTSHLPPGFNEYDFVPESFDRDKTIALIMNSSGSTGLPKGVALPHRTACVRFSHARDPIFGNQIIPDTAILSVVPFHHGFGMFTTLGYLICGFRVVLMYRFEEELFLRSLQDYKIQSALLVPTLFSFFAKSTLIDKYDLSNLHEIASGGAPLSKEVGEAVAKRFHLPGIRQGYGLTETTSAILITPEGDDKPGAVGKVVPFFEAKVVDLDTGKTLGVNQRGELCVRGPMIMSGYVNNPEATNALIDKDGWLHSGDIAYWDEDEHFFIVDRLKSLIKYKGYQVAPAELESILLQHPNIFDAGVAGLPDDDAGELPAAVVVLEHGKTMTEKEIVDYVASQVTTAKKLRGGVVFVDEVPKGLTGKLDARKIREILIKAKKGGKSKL
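Purified P. pyralis luciferase, 10 nM final, with Km-level 10 uM D-luciferin and 10 uM ATP in 50 mM Tris acetate pH 7.5, 10 mM Mg acetate, 0.01% Tween-20, 0.05% BSA; 6-point qHTS titration about 60 µM downward; luminescence read.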
RORg inh – blocks mouse ROR gamma transcriptional activity; P51450; Drosophila S2 Gal4-RORgamma UAS-luciferase reporter, 20 h; AID 2551; actives 5.4% (n = 310,000); Potency, µM (top dose mostly 53.6 µM), inactives show at the top dose activity change, negative = inhibition, actives largely listed as inhibitors; note: potency is the fitted concentration of half-maximal effect; % is set by controls: 0 for no effect and ±100 for the full control effect; nearly all actives have a fitted effect of over 60% in size
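Compounds are pin-transferred onto Drosophila Schneider cells expressing a copper-inducible Gal4–ROR gamma transactivation domain fusion. After 1 hr, copper sulfate is added to 700 uM final; luciferase is read 20 hr later.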
VP16 counter – inhibits Gal4-VP16 luciferase reporter, ROR gamma counter-screen | actives 3.5% (n = 310,000) | Drosophila S2 Gal4-VP16 UAS-luciferase, luminescence, 20 h | Potency, µM (series often up to 53.6 µM), for the others: top-dose activity, negative = inhibition, most hits filed as inhibitors;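 note: Gal4-VP16 expression switched on by copper sulfate through the metallothionein promoter; potency is the fitted concentration of half-maximal effect; % is set by controls: 0 for no effect and ±100 for the full control effect; nearly all actives have a fitted effect of over 50% in size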
ELG1 genotoxic – genotoxicity induction in ELG1-luciferase HEK293T cells; actives 1.3% (n = 330,000); Potency, µM (series often up to 46 µM), without a hit: top-dose activity change, positive = activation, actives largely listed as activators; AID 504466; HEK293T ELG1-luciferase reporter, luminescence, 16 h; note: potency is the fitted concentration of half-maximal effect; % of control where 0% means no effect; nearly all actives have a fitted effect of over 60% in size
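Genotoxic stress is detected as increased luminescence from luciferase-tagged ELG1 in HEK293T cells, measured with ONE-Glo after a 16 hr treatment at 37 °C.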
NPC1 promoter act – activates the NPC1 promoter; Huh7 NPC1 promoter luciferase reporter, 24 h; Potency, µM (top dose mostly 9.22 µM), for inactives: at the highest dose activation, hits mostly activators; actives 2.4% (n = 320,000); AID 485313;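 note: potency is the fitted concentration of half-maximal effect; % of control where 0% means no effect; nearly all actives have a fitted effect of over 60% in size; reporter is driven by a mutant NPC1 promoter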
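Readout is luciferase luminescence, reflecting NPC1 promoter activation in stably transfected Huh7 cells after 24 h compound exposure at 37 °C in reduced-serum medium with 10% FBS.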
Coupling enz – coupling enzyme interference in Giardia aldolase counter-screen | activity change, negative = inhibition, % at 58.2 µM, hits read low | AID 2472 | coupling enzyme system counterscreen, AmpLite Red fluorescence | actives 0.67% (n = 290,000); in the data active = activity change below about -30%; note: % is set by controls: 0 for no effect and ±100 for the full control effect
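Counterscreen lacking aldolase: glyceraldehyde-3-phosphate coupling-enzyme reagent preincubated 10 min at RT with compound (at 57.5 uM final), then substrate/coupling system with AmpLite Red added; fluorescence read at 525/598 nm after 20 min RT.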
Rab9 prom act – Rab9 promoter activation. Huh7 Rab9 promoter-luciferase reporter, luminescence, 24 h. Potency, µM (series often up to 9.22 µM), for the others: at the highest dose activation, negative = inhibition, most hits filed as activators. actives 2.8% (n = 320,000); note: potency is the fitted concentration of half-maximal effect; % of control where 0% means no effect; nearly all actives have a fitted effect of over 60% in size
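Luminescence read-out: Huh7 cells stably expressing Rab9-luciferase, treated 24 h with compound at 37 °C, then lysed with luciferase reagent for 10 min at ambient before reading.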
Starred values were filed as active, the others as inactive; ? = inconclusive; · = not tested or not shown; [ ] = another dose, or the depositor's remark. Unless noted, calls come from the whole dose curve; as a rule, active = well fitted curve in the direction sought with a large enough effect; inconclusive = small, poorly fitted or top-dose-only effect, or another doubt; inactive = no such curve, though single readings can be large; an effect the other way counts as inactive or inconclusive.

molecule	Rab9 prom act	Coupling enz	VP16 counter	Tb PFK inh	FLuc modulator	uPA surface inh	Giardia kill	ELG1 genotoxic	NPC1 promoter act	KCNH2 3.1 inh	RORg inh
CCCN(CC(=O)Nc1ccc(OC)c(OC)c1)CC(=O)Nc1ccc(F)c(F)c1F	-2%	-3	-9%	-6%	-2%	3%	-10	1%	-6%	-31	-38%
COc1cccc(N(CC(=O)NC2CCCCCC2)S(=O)(=O)c2ccccc2)c1	3%	·	-3%	0%	2%	9%	15	5%	0%	-24	-19%
O=C(CNCc1ccc(Cl)cc1)N1CCc2ccccc2C1	-1%	-2	12%	-6%	-5%	-2%	-16	0%	7%	-7	1%
CCOC(=O)CN1C(=O)C(Sc2n[nH]c(-c3ccccc3)n2)CCc2ccccc21 (stereo unspecified)	-1%	0	0%	2%	5%	1%	-13	-5%	-4%	15	44%
COc1ccc(NC(=O)c2cc3cc(C)ccc3n2C)c(OC)c1	2%	-4	1%	0%	-8%	7%	-8	1%	0%	-1	30%
O=C(NNC(=O)c1ccccc1F)c1ccc(Cl)c(S(=O)(=O)N2CCOCC2)c1	-5%	·	·	-5%	·	2%	-20	0%	1%	6	·
CCCCCC(=O)Nc1ccc(S(=O)(=O)Nc2nccnc2OC)cc1	-3%	8	-11%	1%	1%	-1%	12	4%	-2%	-5	4%
O=C(CCN1C(=O)c2ccccc2S1(=O)=O)NCc1ccc(F)cc1	0%	·	·	9%	-1%	6%	-9	0%	9%	-11	·
Cc1cc(=O)[nH]c(-c2ccccc2OC(F)(F)F)n1	-2%	0	7%	-10%	1%	1%	0	-5%	3%	9	24%
O=C1CSC(c2ccc(Cl)c(Cl)c2)N1c1nccs1 (stereo unspecified)	1%	·	·	-10%	-1%	-1%	2	4%	-8%	7	·
CCn1ccnc1CN1CCC(n2nccc2NC(=O)c2ccccc2OC)CC1	17%	·	4%	-3%	-2%	-3%	-7	0%	20%	-35	-20%
CC(NC(=O)CN(C)CC(=O)Nc1ccc(Cl)cc1)c1ccc(F)cc1 (stereo unspecified)	·	·	·	0%	·	-5%	-2	-2%	·	5	·
c1ccc(Cn2nnnc2CN2CCN(Cc3ccc4c(c3)OCO4)CC2)cc1	-5%	-1	2%	-10%	-1%	4%	1	-7%	-1%	?	0%
CCOC(=O)c1ccccc1N/C=C1\CCCCC1=O	-2%	2	-2%	4%	-14%	-13%	3	2%	-2%	-17	21%
CC(C)N(C(=O)COC(=O)CNC(=O)c1ccc(Br)cc1)c1ccccc1	-5%	-1	-3%	-9%	5%	-1%	-3	1%	-1%	22	2%
CCn1c2ccccc2c2cc(NC(=O)COC(=O)c3cc(S(=O)(=O)N4CCCCC4)ccc3Cl)ccc21	-7%	2	0%	0%	0%	0%	-15	16%	-1%	4	1%
O=C(OCc1c(F)cccc1Cl)c1cnccn1	-6%	1	-5%	2%	3%	4%	-12	-4%	-4%	-12	-17%
COC(=O)COc1ccc(S(=O)(=O)N2CCc3ccccc3C2)cc1	-3%	3	4%	1%	7%	8%	5	-2%	-5%	9	16%
CC(=O)Nc1ccc(S(=O)(=O)NCC(CCC(=O)O)C(F)(F)F)cc1 (stereo unspecified)	1%	-2	-8%	-2%	2%	2%	-1	-14%	-5%	11	-7%
N/C(=N\OC(=O)c1ccc2ccccc2c1)c1ccc(Br)cc1	16%	-1	-6%	3%	-19%	3%	4	-1%	17%	-11	2%
Cc1c(C)c2cc(Cl)c(O)c(CN3CCCC(C)C3)c2oc1=O (stereo unspecified)	-4%	-5	-3%	-9%	0%	2%	4	1%	0%	6	-26%
Cc1ccccc1C(=O)Nc1cccc(-c2nnc(SCC(=O)O)n2C)c1	0%	0	-1%	-2%	-11%	-2%	-5	-3%	-2%	-82*	-17%
CC/C=C/C(=O)N1CC2(CC(c3cccc(NC(=O)COc4ccc(Cl)cc4)c3)=NO2)C[C@H]1C(N)=O (stereo partly specified)	0%	-6	?	-14%	12µM*	-3%	-6	-11%	5%	-71*	-6%
CCOC(=O)c1ccc(N=c2scc(C)n2CC)cc1	2µM*	3	-7%	-1%	11µM*	0%	3	?	?	·	-19%
COc1ccc(CN(C(=O)CN2C(=O)c3ccccc3S2(=O)=O)C(C(=O)NCC2CCCO2)c2ccco2)cc1 (stereo unspecified)	0%	2	-1%	-1%	-6%	1%	-1	3%	-1%	-7	-1%
O=C(O)c1ccccc1-c1nc2ccccc2c(=O)n1O	-5%	-1	3%	-2%	1%	-1%	-3	6%	-4%	9	1%
CC(=O)c1c(N2CCOCC2)nc(=S)n(Cc2ccccc2)c1C	-3%	-1	?	-18%	-2%	-2%	4	2%	1%	-4	?
NC(=O)c1cc(-c2cccnc2)nc2ccc(Br)cc12	2%	-1	-9%	3%	-5%	3%	32[activator]	-6%	-1%	-8	-12%
O=C(Nc1ccc2nccnc2c1)c1cnccn1	?	-1	3%	2%	?	-4%	13	?	?	19	?
Cc1cc(NC(=O)CN2C(=O)NC(C)(c3ccc(Cl)cc3Cl)C2=O)no1 (stereo unspecified)	·	·	·	-1%	·	-5%	-3	-1%	·	-10	·
C[C@H](NC(=O)c1cc2c(cn1)[nH]c1ccccc12)C(=O)O	4%	1	-5%	-28%	?	3%	32[activator]	1%	2%	-6	-6%
COc1ccc(CSCCc2n[nH]c(=S)n2-c2ccccc2)cc1C	-7%	-3	-8%	-3%	-17%	-4%	-27	-2%	-4%	-3	?
O=C(Nc1ccc(Cl)cc1C(=O)NCC1CCCO1)c1ccc(Cl)cc1Cl (stereo unspecified)	-2%	-3	-1%	0%	?	-2%	20	-3%	-4%	-2	?
CCSc1nnc(NC(=O)/C=C/c2ccco2)s1	4µM*	1	-8%	-4%	-8%	-12%	1	?	?	1	-5%
O=C(CNS(=O)(=O)c1ccc(F)c(Cl)c1)NCCc1ccccc1	2%	2	10%	4%	7%	12%	-2	0%	0%	-8	22%
O=C(NC(CO)C(=O)OCc1ccccc1)OCc1ccccc1 (stereo unspecified)	1%	·	·	16%	5%	1%	4	1%	0%	-5	·
O=C(NCc1ccccc1Cl)c1nnc(CS(=O)(=O)c2ccccc2)o1	1%	0	-3%	1%	1%	0%	19	3%	-2%	-7	34%
O=C(NC(=S)Nc1cccc(S(=O)(=O)NC2=NCCC2)c1)c1cc(-c2ccco2)nc2ccccc12	-27%	0	-3%	-2%	19µM*	-11%	-3	9%	-24%	7	-7%
CN1CCN(S(=O)(=O)c2ccc3c(c2)NC(=O)CS3)CC1	3%	·	3%	-5%	-5%	17%	46[activator]	-1%	-5%	-9	-13%
COc1cc2c(cc1NCc1ccc3c(c1)OCO3)oc1ccccc12	-2%	-3	-4%	-4%	?	2%	-6	15%	26%	0	17%
Cc1cccc(NC(=O)CNC(=O)COc2cccnc2[N+](=O)[O-])c1C	1%	·	·	0%	·	2%	-17	4%	-6%	-2	·
Cc1cc(C(=O)CN2C(=O)NC(CC(C)C)C2=O)c(C)n1C1CC1 (stereo unspecified)	·	·	·	-9%	·	-2%	-4	11%	·	-2	·
CC(Sc1nnc(C(C)N(C)C)n1-c1ccc(Cl)cc1)C(=O)Nc1ccc2c(c1)OCO2 (stereo unspecified)	-1%	0	-5%	0%	-2%	1%	-1	0%	0%	31	4%
COc1cccc(Nc2nc3ccccc3c(=O)[nH]2)c1	4%	4	-7%	-1%	-19%	7%	-2	-15%	1%	-31	4%
O=C(Nc1cc(=O)[nH]c2nc(-c3ccccc3)nn12)c1ccc(Cl)cc1	2%	0	-7%	1%	-2%	0%	-3	0%	-1%	11	-1%
CCOc1c2ccc(C(=O)NCc3ccc(OC(F)(F)F)cc3)cc2nn1CC	-5%	0	-1%	0%	0%	10%	12	4%	-6%	-10	0%
CCCOc1ccccc1NC(=O)c1c(-c2ccccc2)noc1C	-5%	0	7%	-6%	3%	?	-9	-6%	-2%	4	?
COc1c(Cl)cc(Cl)cc1C(=O)Nc1ccc(CN2CCCCC2)cc1	-8%[1.84 µM]	-1	8%[10 µM]	2%	2%	-15%	-13	-7%	-3%	-13	24%
CCOc1ccc2nc(SCc3ccc(CC(=O)O)cc3)c(C#N)cc2c1	0%	1	-7%	-3%	-3%	1%	-7	0%	-3%	32	13%
COc1ccc(-c2cc(C(=O)NCCCn3ccnc3)no2)cc1	1%	5	6%[10 µM]	1%	-16%	?	9	1%	9%	-3	3%
Cc1c(C(=O)n2cnc3ccccc32)cccc1[N+](=O)[O-]	-4%	1	3%	1%	4%	3%	9	-2%	-2%	2	26%

Screens from PubChem.
